Rtt109 Vps75: inhibitors of C. albicans Rtt109/Vps75 HAT, primary screen, biochemical, ThioGlo CoA-SH fluorescence, plate reader. Histone acetyltransferase RTT109 (Candida albicans (strain SC5314 / ATCC MYA-2876)), …. purified Rtt109/Vps75, 4 h. inhibition, % at 34.9 µM. 330,000 compounds, 0.16% hits;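 active = inhibition of at least 50% in every replicate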
Target sequence (Q5AAJ8 whole entry, looked up): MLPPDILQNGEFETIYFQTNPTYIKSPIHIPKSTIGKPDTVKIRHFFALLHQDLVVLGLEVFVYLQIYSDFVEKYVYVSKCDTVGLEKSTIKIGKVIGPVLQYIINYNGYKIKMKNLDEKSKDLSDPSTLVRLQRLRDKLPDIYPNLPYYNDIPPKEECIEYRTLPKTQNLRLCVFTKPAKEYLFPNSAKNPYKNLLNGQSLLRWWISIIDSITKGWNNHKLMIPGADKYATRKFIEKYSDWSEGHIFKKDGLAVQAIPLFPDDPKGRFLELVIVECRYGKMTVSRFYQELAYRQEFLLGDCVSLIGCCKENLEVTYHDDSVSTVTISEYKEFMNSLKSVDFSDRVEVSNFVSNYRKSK
PvdQ inh: P. aeruginosa PvdQ acylase inhibitors, primary screen, biochemical, fluorescence, plate reader and imaging, single point; PvdQ acylase [Pseudomonas aeruginosa LESB58]; purified PvdQ acylase; inhibition, % at 10 µM; 340,000 compounds, 0.063% hits; in the data active = inhibition above about 30%, passing the limit was not always enough;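 also: 0% = vehicle neutral wells and 100% = reference inhibitor wells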
DAGLB inh: DAGLB lipase inhibitors, primary screen, biochemical, fluorescence, HTS | HEK293T DAGLB membrane lysate, EnzChek fluorogenic substrate | inhibition, % at 5.17 µM | 340,000 compounds, 0.059% hits | Diacylglycerol lipase-beta (Homo sapiens), Q8NCG7; in the data active = inhibition above about 34%;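 also: 0% = enzyme with vehicle and 100% = wells lacking enzyme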
Wnt act: Wnt/beta-catenin pathway activators, primary screen, cell-based, plate reader, single point | Wnt/beta-catenin reporter cell assay, activator | activation, % at 9.35 µM | 300,000 compounds, 1.2% hits; in the data active = activation above about 30%, passing the limit was not always enough;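 also: 0% = neutral control wells and 100% = positive control wells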
E coli growth: E. coli V3065 growth inhibition, primary screen, counter-screen for AddAB inhibitor project, absorbance, OD600. 330,000 compounds, 0.27% hits. AID 449728, 2010. inhibition, % at 11.9 µM. 18 h;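 active = inhibition above the campaign's mean inhibition across all tested compounds plus 3 SD, cut at about 9.9% in these data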;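 also: uninfected addAB+ strain grown without phage in ampicillin broth; 0% = DMSO wells and 100% = ciprofloxacin 0.95 µg/ml wells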
Tat export inh: E. coli Tat export inhibitors, primary screen, MC4100, TorA-mCherry reporter, fluorescence, single point; AID 488895, 2010; 340,000 compounds, 0.036% hits; inhibition, % at 10 µM;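 active = mean replicate inhibition at least 50% and at least half of replicates individually reaching 50%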;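 also: exported cargo escapes ClpAP degradation while cytoplasmic cargo is degraded and loses fluorescence; 0% = median of neutral control wells and 100% = median of NaSCN control wells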
AddAB inh: growth inhibition of E. coli expressing H. pylori AddAB, primary screen, AddAB inhibitor project, absorbance; inhibition, % at 11.9 µM; 330,000 compounds, 0.29% hits; AID 435030, 2010; in the data active = inhibition above about 12%;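 also: 0% = vehicle wells of infected cells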
phage Ecoli inh: growth loss of phage-infected E. coli, primary screen, RecBCD inhibitor project, absorbance, with phage, HTS; inhibition, % at 11.9 µM; 360,000 compounds, 0.26% hits; in the data active = inhibition above about 11%
PfHsp90 yeast 2: growth inhibition of PfHsp90-expressing yeast, primary screen, antimalarial PfHsp90 inhibitor project, S. cerevisiae, BacTiter-Glo luminescence, single point, set 2. BacTiter-Glo ATP, 48 h; yeast lacking PDR1 and PDR3 efflux regulators. inhibition, % at 9.4 µM. 310,000 compounds, 0.32% hits;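 active = every replicate shows inhibition above about 80%, whatever the replicate mean, limit read from the data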;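 also: 0% = DMSO neutral controls and 100% = 20 µM radicicol positive controls; yeast relying on Plasmodium falciparum Hsp90 in place of its own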
CAL PDZ FP: CAL PDZ peptide-binding inhibitors, primary screen, biochemical, fluorescence polarization, Cer-tagged CAL PDZ, HTS. inhibition, % at 20 µM. AID 504414, 2011. Golgi-associated PDZ and coiled-coil motif-containing protein (Homo sapiens), Q9HD26. 330,000 compounds, 0.02% hits. purified CAL PDZ, TMR-peptide fluorescence polarization, 1 h;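 active = highest replicate inhibition of at least 40%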;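 also: plate controls were DMSO neutral control wells for no effect and unlabeled competitor peptide control wells for full effect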
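material = purified tagged CAL PDZ domain construct (CerCALP) | buffer or medium = sodium phosphate/NaCl buffer pH 7.4 with TCEP, IgG, Thesit | reagent = TMR-labelled reporter peptide T*-PRC34 bound in PDZ groove | incubation = 1 h room-temperature incubation prior to read | measured by = fluorescence polarization (mP) | evaluation = percent inhibition from loss of millipolarization | control set = unlabelled peptide and DMSO controls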
* hit, by the source's call; / = not tested or not shown.

structure	Rtt109 Vps75	PvdQ inh	DAGLB inh	Wnt act	E coli growth	Tat export inh	AddAB inh	phage Ecoli inh	PfHsp90 yeast 2	CAL PDZ FP
CN(Cc1cc(=O)[nH]c2ccccc12)C(=O)c1ccccc1	6	-12	-4	3	-2.2	-6	0.9	1.3	/	-2.0
O=C(CCCCCN1C(=O)[C@@H]2Cc3ccccc3CN2C1=O)Nc1ccccc1F	-13	-7	-1	0	-1.4	4	4.5	0.7	-19	0.0
Cc1nn(-c2ccccc2)c2c1C(c1ccc(O)c(O)c1)N1C(=N2)C(Nc2ccccc2)=Nc2ccccc21 (stereo not given)	-8	-7	3	/	-2.7	-1	3.0	2.8	-4	-0.2
CCn1c2c(c3cc(Cl)ccc31)CCCC2=O	-5	-4	-6	-1	-1.2	-5	1.5	3.4	2	-0.4
O=C(CNC(=S)N(Cc1ccccc1F)C1CCCCC1)NCCCN1CCOCC1	-8	-20	0	-1	-2.1	-5	-1.4	1.8	3	-0.1
Cc1sc2ncnc(N3CCN(CCOc4ccc(Cl)cc4)CC3)c2c1C	-10	-12	-3	-4	-0.7	22	2.1	2.3	-10	0.7
O=C(COC(=O)CNC(=O)c1ccc(Cl)cc1Cl)NNC(=O)c1ccccc1	4	-12	-3	9	-1.1	2	0.3	7.8	13	-0.5
Cn1nc(C(F)(F)F)c(-c2ccc(F)cc2)c1NC(=O)c1cccnc1	19	1	/	-1	2.1	5	2.0	-0.7	2	-1.9
O=C(COc1ccccc1)N1CCCCCCC1	1	-6	-3	1	0.2	-4	0.8	-0.8	12	30
CC(=O)NS(=O)(=O)c1cccnc1Nc1cccc(Cl)c1	5	-9	2	-3	-2.5	-7	1.6	2.4	-7	-1.0
CC1(C)CC(NC(=O)C23CCC(C)(C(=O)C2=O)C3(C)C)CC(C)(C)N1 (stereo not given)	5	-8	0	-3	0.1	-1	5.1	-0.5	/	-1.3
Cc1ccc2c(c1)Sc1ccccc1CC2=O	2	-6	-11	-6	-0.3	4	3.5	3.3	15	-0.9
C#CC(CC)(CC)NC(=O)Nc1ccccc1C(=O)OC	-2	-4	-2	/	-1.9	-1	3.3	0.9	9	-2.5
Cc1ccc(C(=O)NC(C(=O)Nc2cccc(S(N)(=O)=O)c2)C(C)C)cc1 (stereo not given)	4	-12	-3	1	1.2	2	1.4	1.4	15	-1.6
Nc1c(N=O)c(=O)[nH]c(=O)n1-c1ccccc1	-8	-15	-1	-1	-0.5	-9	-0.7	2.4	18	0.8
CCCc1cc(C(=O)N2CCC(N3CCC(C(=O)NC(C)C)CC3)CC2)n(C)n1	/	-7	3	-4	-0.4	1	-0.5	2.5	9	-2.0
NNC(=O)c1ncoc1-c1ccc(Cl)cc1	-1	9	-1	4	-2.3	5	-0.2	3.9	7	0.3
O=C(CS(=O)(=O)Cc1ccccc1)N1CCc2ccccc2C1	5	-9	0	/	/	-5	/	3.5	-16	-2.1
O=C(CSc1nnc(-c2ccccc2)c(-c2ccccc2)n1)Nc1ncc(Cl)cc1Cl	5	5	2	4	1.0	-7	3.0	-0.5	-6	-0.5
COc1ccc(OC)c(C(=O)COC(=O)c2[nH]c(C)c(C(C)=O)c2C)c1	-21	-8	2	0	/	-14	/	6.7	/	-0.5
CCOC(=O)CN(C(=O)CNC(=O)c1cccs1)C(C(=O)NC1CCCC1)c1ccncc1 (stereo not given)	1	-16	-1	-1	2.3	-4	4.1	3.4	-29	/
COc1ccc(-n2c(=S)[nH]c3sc(-c4ccccc4)cc3c2=O)c(OC)c1	1	-17	-5	0	-0.5	3	2.0	0.2	-22	-0.9
Cc1cccc(C(=O)NC2CCCCCCC2)c1	-3	19	-4	15	-2.6	-8	0.2	2.5	47	0.0
Cn1c2ccc(Br)cc2c2nnc(SCC(=O)O)nc21	/	12	-3	0	-0.6	-6	0.8	-3.2	-15	-0.9
Cn1c(-c2ccc3c(c2)OCO3)cnc1NC(=O)CCC(=O)NCCc1ccccc1	-5	-10	2	/	-1.7	0	1.5	-0.9	/	-1.0
O=C1CC(NCc2ccc(F)cc2)C(=O)N1c1ccccc1 (stereo not given)	6	-15	-2	-1	1.3	8	2.7	0.6	/	-0.9
CC(C)CC1NC(=S)N(C2CCCCC2)C1=O (stereo not given)	3	-25	0	-1	0.6	2	2.2	1.8	20	-0.2
CCc1ccccc1NS(=O)(=O)c1ccc(SC)cc1	5	-20	-5	/	-0.3	6	-1.2	1.6	-25	-0.9
COc1ccc(/C=N/NC(=O)c2cc(-c3ccc(C)cc3C)nc3ccccc23)cc1COC(C)=O	-2	-12	-4	3	-0.4	3	2.1	1.0	-86	0.0
Fc1ccc(-c2nnc(Cc3ccc(Cl)cc3)o2)cc1	-2	-13	-5	9	0.9	4	-0.5	-1.4	-27	-1.3
Cn1c(SCc2ccccn2)nc2c1c(=O)[nH]c(=O)n2C	1	-17	-2	-1	0.0	-4	3.4	1.8	27	1.3
Cc1c(NC(=O)CN2C(=O)NC3(CCCCC3)C2=O)c(=O)n(-c2ccccc2)n1C	-7	-2	1	0	-0.5	2	1.1	-0.9	13	-0.6
O=c1cc(-c2c(O)c3ccccc3n(Cc3ccccc3)c2=O)[nH][nH]1	-6	-17	22	0	0.8	11	3.9	6.7	9	/
CC(=O)c1cccc(NC(=O)N2CCC(NC(=O)C34CC5CC(CC(C5)C3)C4)CC2)c1	-1	1	0	-1	-8.5	-9	2.0	0.5	/	-1.2
Cc1ccc(C(=O)N[C@H](C(=O)OCC(=O)Nc2cccc(S(N)(=O)=O)c2)C(C)C)cc1	0	-7	0	-1	-0.7	0	1.1	1.6	9	-0.6
COc1cccc(C(=O)NCC(=O)N/N=C/c2cccs2)c1	3	-1	4	0	0.9	-4	0.9	2.8	0	-8.9
O=C1S/C(=C\c2ccc(N3CCOCC3)o2)C(=O)N1c1ccccc1	2	-8	2	-4	-0.8	8	0.7	0.5	-127	-3.4
CC(C)OC(=O)c1cc(-c2ccc(C=O)o2)ccc1Cl	-8	-5	-3	1	1.5	-12	3.8	0.6	-10	-3.1
Cc1ccccc1-c1cccc([C@@H]2C[C@H]3C(CN2)CON3C)c1 (stereo not given in full)	12	-7	-1	-4	/	5	/	1.9	-3	1.3
COc1cc(C(F)(F)F)c(C(=O)N(C)Cc2ccc(Cl)c(Cl)c2)cn1	3	1	-8	3	-1.3	7	-0.4	1.8	-6	-0.6
Nn1c(SCC(=O)Nc2nccs2)nncc1=O	1	6	-1	-1	-1.3	-1	4.6	3.5	-3	-0.9
O=C(Cc1ccc(S(=O)(=O)N2CCOCC2)s1)NCC1CCCCC1	4	10	-1	/	-2.3	5	-1.7	1.6	6	-1.3
Clc1ccccc1N1CCN(c2ncnc3nc[nH]c23)CC1	1	-5	1	0	-0.4	5	-0.6	3.1	-15	0.1
COc1ccc(C(=O)C(C)OC(=O)c2nc3nccc(C)n3n2)cc1 (stereo not given)	15	-4	-1	7	-0.3	-1	0.2	3.0	-1	1.0
Cc1c(Cl)cccc1NC(=O)CCC(=O)N/N=C/c1ccco1	-3	-12	-2	-2	/	4	/	0.2	-16	-1.0
CCOC(=O)c1c(C)[nH]c(C)c1S(=O)(=O)NCC1CCN(Cc2ccc(C)cc2)CC1	2	-10	-4	0	-0.8	-13	2.7	2.5	-1	-2.4
CN(C)c1ncc(S(=O)(=O)c2ccc(Cl)cc2)c(-c2ccc(Cl)cc2Cl)n1	5	-2	-7	-7	-0.6	-1	-0.2	0.9	3	-1.0
O=C(NCC1CCCO1)c1ccc(NC(=O)c2cccc([N+](=O)[O-])c2)cc1 (stereo not given)	6	-11	0	-4	-2.2	-6	-0.7	3.0	6	/
O=c1oc(-c2ccco2)nc2sc3c(c12)CCCCC3	-7	-3	-2	24	0.3	-7	0.6	-2.5	-6	-1.8
CS(=O)(=O)N(CC(=O)N1CCCC1)Cc1ccccc1	-3	-11	1	0	-0.8	-3	7.6	0.6	-18	-0.2

The listing continues.
structure	Rtt109 Vps75	PvdQ inh	DAGLB inh	Wnt act	E coli growth	Tat export inh	AddAB inh	phage Ecoli inh	PfHsp90 yeast 2	CAL PDZ FP
CCN(CC)CC(O)COC(c1ccccc1)c1ccccc1 (stereo not given)	-9	0	2	-3	1.4	-5	0.9	1.5	-6	1.1
Cc1cccc(NC(=O)CCC(=O)N/N=C/c2ccco2)c1	1	-6	4	3	-1.3	-4	0.2	4.5	-28	-2.7
COc1ccc(NS(=O)(=O)c2cccc(C(=O)NNC(=O)c3ccc(C)o3)c2)cc1	7	-3	-1	-8	0.5	-5	-2.4	2.0	10	-0.5
CC(C)SCCCCOc1ccc2ccccc2c1	-6	-10	-9	/	0.4	0	1.1	0.6	6	-1.5

Looked up by compound from above:
structure	Rtt109 Vps75	PvdQ inh	DAGLB inh	Wnt act	E coli growth	Tat export inh	AddAB inh	phage Ecoli inh	PfHsp90 yeast 2	CAL PDZ FP
CC(C)SCCCCOc1ccc2ccccc2c1	-6	-10	-9	/	0.4	0	1.1	0.6	6	-1.5
COc1ccc(NS(=O)(=O)c2cccc(C(=O)NNC(=O)c3ccc(C)o3)c2)cc1	7	-3	-1	-8	0.5	-5	-2.4	2.0	10	-0.5
Cc1cccc(NC(=O)CCC(=O)N/N=C/c2ccco2)c1	1	-6	4	3	-1.3	-4	0.2	4.5	-28	-2.7

High-throughput results (PubChem BioAssay)
